Screening results deposited in PubChem by several laboratories.
PfHsp40 rescue – compounds rescuing yeast from Plasmodium falciparum HSP40 toxicity; S. cerevisiae expressing PfHsp40, growth rescue, ATP luminescence; growth rescue, % at 12.5 µM; 340,000 compounds, 0.68% hits; in the data active = growth rescue above about 28%, passing the limit was not always enough; inconclusive = no clear call, values can overlap the other calls;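 also: yeast W303a lacking pdr1 and pdr3 grown in galactose medium; growth measured after three days at 30 °C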
FadD28 binding – inhibitors of Mycobacterium tuberculosis FadD28 bisubstrate binding | FadD28 bisubstrate probe binding, fluorescence polarization | inhibition, % at 12.5 µM | 360,000 compounds, 0.22% hits | AID 588549; in the data active = inhibition above about 8.5%, passing the limit was not always enough; inconclusive = no clear call, values can overlap the other calls
Y pestis TopoI – Y. pestis Topo-I inhibition via cleavage products; 360,000 compounds, 0.064% hits; activity, % at 10 µM; Y. pestis Topo-I cleavage product accumulation, plate reader; in the data active = activity above about 50%, passing the limit was not always enough; inconclusive = no clear call, values can overlap the other calls; also: inactives centre near 2
PrPC surface inh – inhibitors of human cell surface prion protein PrPC; AID 720596; P04156; inhibition, % at 13.8 µM; TR-FRET read-out; 370,000 compounds, 0.43% hits; in the data active = inhibition above about 24%; also: 0% = median of the test wells and 100% = reference compound wells
BoNT F protease – blocks Botulinum neurotoxin F light chain protease; Multiplex microsphere protease cleavage assay, flow cytometry; inhibition, % at 10 µM; 360,000 compounds, 0.22% hits; in the data active = inhibition above about 35%, passing the limit was not always enough; inconclusive = no clear call, values can overlap the other calls; also: plate controls were buffer without enzyme for full effect and enzyme alone for no effect
Anthrax LF prot – inhibitors of Bacillus anthracis lethal factor protease; P15917; multiplex microsphere protease cleavage assay, LF; inhibition, % at 10 µM; 360,000 compounds, 0.12% hits; AID 588501; also: plate controls were buffer without enzyme for full effect and enzyme alone for no effect
Target sequence (P15917 whole entry, looked up): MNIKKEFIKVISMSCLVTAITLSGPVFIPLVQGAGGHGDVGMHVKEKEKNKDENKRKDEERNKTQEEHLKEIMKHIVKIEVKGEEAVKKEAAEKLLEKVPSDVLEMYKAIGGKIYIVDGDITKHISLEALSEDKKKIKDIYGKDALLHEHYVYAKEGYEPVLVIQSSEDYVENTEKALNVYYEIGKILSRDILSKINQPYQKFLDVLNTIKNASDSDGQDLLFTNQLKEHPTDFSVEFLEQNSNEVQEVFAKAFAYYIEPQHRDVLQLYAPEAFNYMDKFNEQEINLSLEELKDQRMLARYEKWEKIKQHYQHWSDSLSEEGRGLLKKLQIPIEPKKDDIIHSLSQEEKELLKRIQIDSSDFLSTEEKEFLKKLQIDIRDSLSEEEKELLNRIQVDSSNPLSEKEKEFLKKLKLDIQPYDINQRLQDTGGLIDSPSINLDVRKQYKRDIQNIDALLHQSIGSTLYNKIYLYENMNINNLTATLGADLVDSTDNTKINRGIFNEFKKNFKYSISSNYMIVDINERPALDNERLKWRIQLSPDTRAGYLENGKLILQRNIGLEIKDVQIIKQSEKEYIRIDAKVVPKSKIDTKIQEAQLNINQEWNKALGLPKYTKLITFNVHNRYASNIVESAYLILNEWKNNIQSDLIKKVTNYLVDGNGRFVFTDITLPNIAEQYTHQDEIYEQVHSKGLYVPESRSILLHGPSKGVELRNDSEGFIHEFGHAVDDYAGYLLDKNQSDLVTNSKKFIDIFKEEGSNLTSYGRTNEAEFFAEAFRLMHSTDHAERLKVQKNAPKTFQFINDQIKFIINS
CCHFV vOTU inh – blocks the CCHF virus ovarian tumor domain protease; CCHFV vOTU protease, Pep-AMC fluorescence; inhibition, % at 11.5 µM; 370,000 compounds, 0.55% hits; in the data active = inhibition above about 30%; also: 0% = vehicle wells with enzyme and 100% = no enzyme wells
TcdB inh – TcdB glycohydrolase inhibition; P18177; TcdB glycohydrolase enzymatic assay, plate reader; 350,000 compounds, 0.24% hits; inhibition, % at 9.99 µM; AID 652162; in the data active = inhibition above about 10%
BoNT A protease – inhibitors of Botulinum neurotoxin A light chain protease; multiplex microsphere protease substrate cleavage, flow cytometry; inhibition, % at 10 µM; 360,000 compounds, 0.17% hits; also: plate controls were buffer without enzyme for full effect and enzyme alone for no effect
An asterisk follows results filed as active; ? = inconclusive; / = not tested or not shown; & = joins results of further samples. Rule as the data show it, unless noted: active = inhibition above about 30%; inconclusive = no clear call, values can overlap the other calls; inactive = below that. The order is random (roughly 2.3% active in at least one column).

SMILES	PfHsp40 rescue	FadD28 binding	Y pestis TopoI	PrPC surface inh	BoNT F protease	Anthrax LF prot	CCHFV vOTU inh	TcdB inh	BoNT A protease
Cc1cccc(C)c1NC(=O)N1CCC(n2cnc3ccccc32)CC1	0.5	-1.9	1	1	4	0	-13	/	-0.3
CC(=O)Oc1ccc(N(C(C)=O)S(=O)(=O)c2cccs2)c2ccccc12	0.5	-4.5	-7	-8	-10	-3	8	/	-0.4
CCOC(=O)c1[nH]c2ccc(OC)cc2c1NC(=S)N1CCN(c2ccc(F)cc2)CC1	?	-5.9	4	0	-5	1	-11	/	-1.3
CCOc1ccc2c(c1)C(c1ccc(C)cc1)=NNC(c1ccc(C)cc1)=N2	0.6	-1.5	16	3	-2	-2	9	/	0.0
Cc1ccnc(SCC(=O)n2c3c(c4ccccc42)CC(C)CC3)n1 (stereo not drawn)	-0.4	-0.3	5	-6	-2	1	0	/	1.3
COc1ccc(CCNC(=O)CS(=O)(=O)c2cn(CC(=O)N3CCCC3)c3ccccc23)cc1OC	-0.7	-5.8	3	1	-10	-8	5	-0.2	-1.0
CC1(C)CC(=O)C(C=NCCN2CCN(C(=S)Nc3ccc(F)cc3)CC2)=C(O)C1	2.4	0.2	4	-4	-5	-6	-6	/	?
CCOC(=O)C1CCN(S(=O)(=O)c2cccc3nonc23)CC1	-1.4	0.8	-3	-23	17	-2	-8	/	-0.2
CCCn1nc(NC(=O)CC(C)C)c2cc3cccc(C)c3nc21	-1.9	-0.1	-7	-2	12	-12	-12	1.3	2.5
CC(Sc1nnnn1C)C(=O)Nc1ncc(Cl)cc1Cl (stereo not drawn)	-0.7	-0.1	4	-1	-8	-1	-14	1.3	-0.3
c1ccc(N2CCN(Cc3nc4ccccc4[nH]3)CC2)nc1	-0.6	-3.5	2	1	-16	-7	5	-0.2	-4.7
OC(c1ccc(Cl)cc1)c1ncc(-c2ccccc2Cl)[nH]1 (stereo not drawn)	/	-2.6	0	-4	-6	-3	-5	2.3	0.1
COc1ccc(Cl)cc1NC(=O)CN(C)C(=O)Cn1cnc2c1c(=O)n(C)c(=O)n2C	-0.7	-1.1	6	5	8	-2	-2	0.7	0.5
O=C(CC1(O)C(=O)Nc2ccc(Br)cc21)c1ccccc1 (stereo not drawn)	/	0.3	-5	-8	-1	-1	10	0.0	-0.3
O=C(c1ccc([N+](=O)[O-])cc1)N1CCN(C(=O)c2cccs2)CC1	-1.1	0.5	5	-34	-7	-4	-9	0.3	-1.0
COc1ccccc1/C=C/C(=O)NCC(=O)N/N=C(/C)c1ccc(Cl)cc1	-0.6	0.3	11	-6	-1	-2	7	1.1	-0.5
O=C(NCc1nc2ccccc2[nH]1)C1=C[C@@H](c2ccc(Br)cc2)C[C@@H](OCc2ccc(CO)cc2)O1	0.5	-8.5	-1	4	-2	-1	7	-1.1&-0.1	-0.7
Cc1cc(NC(=O)c2ccccc2C)ccc1NC(=O)c1ccccc1Cl	0.7	-1.2	-1	1	21	-2	9	0.1	0.5
O=C(O)CCC(=O)NNC(=O)COc1ccc2ccccc2c1Br	0.7	0.4	0	46*	1	0	2	1.4	-0.3
CCOCCCNC(=O)c1ccc(OC)cc1	-1.7	-2.8	-6	-2	-13	-2	2	/	-0.1

In the list so far, these contain a thiophene ring, fused or not:
SMILES	PfHsp40 rescue	FadD28 binding	Y pestis TopoI	PrPC surface inh	BoNT F protease	Anthrax LF prot	CCHFV vOTU inh	TcdB inh	BoNT A protease
CC(=O)Oc1ccc(N(C(C)=O)S(=O)(=O)c2cccs2)c2ccccc12	0.5	-4.5	-7	-8	-10	-3	8	/	-0.4
O=C(c1ccc([N+](=O)[O-])cc1)N1CCN(C(=O)c2cccs2)CC1	-1.1	0.5	5	-34	-7	-4	-9	0.3	-1.0

Quoted from the listing:
OC(c1ccc(Cl)cc1)c1ncc(-c2ccccc2Cl)[nH]1 (stereo not drawn) | FadD28 binding: -2.6
O=C(CC1(O)C(=O)Nc2ccc(Br)cc21)c1ccccc1 (stereo not drawn) | FadD28 binding: 0.3
CCCn1nc(NC(=O)CC(C)C)c2cc3cccc(C)c3nc21 | CCHFV vOTU inh: -12
Cc1cc(NC(=O)c2ccccc2C)ccc1NC(=O)c1ccccc1Cl | BoNT A protease: 0.5
O=C(O)CCC(=O)NNC(=O)COc1ccc2ccccc2c1Br | Anthrax LF prot: 0

New compounds follow
SMILES	PfHsp40 rescue	FadD28 binding	Y pestis TopoI	PrPC surface inh	BoNT F protease	Anthrax LF prot	CCHFV vOTU inh	TcdB inh	BoNT A protease
CCOC(=O)C1(CCOC)CCN(Cc2ccncc2)CC1	-0.8	-2.1	-10	-3	-1	-7	-4	0.8	0.1
CCOC(=O)c1c(C)[nH]c(NC(=O)NNC(=O)c2ccc(OC)cc2)c1C	-0.5	-2.2	4	-6	/	/	-11	0.5	/
CCOC(=O)C1=C(C#N)C(C(=O)OCC)c2ncccc21 (stereo not drawn)	/	-1.2	4	-11	2	2	12	1.0	-0.2
CN(CC(=O)Nc1ccc(N2CCOCC2)cc1)C(=O)COc1ccccc1F	-0.5	-1.2	-1	7	2	-1	-11	-1.8	0.2
O=C(COC(=O)c1cc(=O)[nH]c2ccccc12)NCc1ccccc1	-1.2	-0.7	2	8	-2	-6	7	1.3	-1.8
CCC(=O)N1c2ccccc2NC2=C(C(=O)CC(c3ccco3)C2)C1c1ccco1 (stereo not drawn)	-1.2	-4.2	0	-9	1	1	16	/	0.5
CC(=O)c1ccc(NC(=O)NNS(=O)(=O)c2ccc(F)cc2)cc1	-0.2	0.5	3	9	-12	-5	2	0.3	-3.9
CCCCN(Cc1ccco1)S(=O)(=O)c1c[nH]c(C(=O)OC)c1	-0.3	-3.0	0	-3	0	4	8	0.4	-2.7
CN(C)S(=O)(=O)c1cc(NC(=O)CNCCN2CCOCC2)ccc1Cl	-1.5	-0.1	5	-1	17	7	11	1.1	0.3
c1ccc(-c2ncc(-c3ccn[nH]3)s2)cc1	65*	-1.2	-5	-12	2	1	-84	0.5	-0.3
Cc1ccc(SC(C)C(=O)NC2CC2)cc1 (stereo not drawn)	-0.7	-0.1	5	-1	-2	-4	12	0.5	1.0
O=C(Cn1nc(C(=O)O)c2ccccc2c1=O)Nc1ccc2c(c1)OCO2	-1.0	-5.7	-1	-3	-4	-2	-10	1.7	0.1
CCOC(=O)C1CCN(C(=O)c2cccc(S(=O)(=O)N(C)C3CCCCC3)c2)CC1	0.5	1.2	12	9	0	-1	10	0.5	-1.4
Cc1cc([N+](=O)[O-])cc2c1NC(c1ccccn1)C1CC=CC21 (stereo not drawn)	-0.1	-3.5	0	0	-16	-6	-2	-0.4	0.5
COc1ccc(/C=C/C(=O)NCCCc2ccccc2)cc1OC	2.5	-1.2	4	-4	-2	-1	-8	/	-0.1
COC(=O)c1cc(C(=O)OC)cc(N2C(=O)CN=C2Nc2nc(C)cc(C)n2)c1	-0.5	-1.4	-2	-6	6	-5	8	/	0.2
CCOC(=O)C1=C2c3cc(OC)c(OC)cc3CC(C)(C)N2C(=O)C1=O	-0.7	-1.6	-4	4	5	0	-15	-3.6	0.2
CCN1C(=O)[C@@H]2[C@@H]3CN(S(=O)(=O)c4ccccc4C)[C@@H](c4ccc(Cl)cc4)[C@@H]3C(=O)C[C@@H]2C1=O	/	-3.5	/	-2	-15	-2	0	-0.1	-0.9
CC1CCCN(Cc2nc3c(c(=O)n(C)c(=O)n3C)n2CCCc2ccccc2)C1 (stereo not drawn)	-0.5	1.0	11	4	-1	6	-6	/	-0.2
O=C(Nc1ccc(C(=O)O)cc1)/C(=C\c1ccc([N+](=O)[O-])cc1)NC(=O)c1ccc(Br)cc1	-0.4	1.0	-1	-6	-4	0	11	0.8	-0.4
O=C(NCc1ccc2c(c1)OCO2)c1cccc2c1C(=O)N(C1CCCCC1)C2	-0.7	1.1	2	1	-7	-5	10	4.4	-0.1
CCC(=O)Nc1ccc(C(=O)CSc2nnc(-c3cccnc3)o2)cc1	0.8	-0.3	10	-4	7	-2	14	/	0.1
CNC(=O)c1ccsc1NC(=O)CS(=O)(=O)c1ccc(F)cc1	/	0.1	7	0	-3	2	-7	1.0	-0.3
C[N+]1(CC(O)COc2ccccc2)CCN(C(=O)c2ccc([N+](=O)[O-])cc2)CC1 (stereo not drawn)	1.1	-1.0	-8	-34	-24	-4	-19	/	-3.1
CC1CC(C)CN(S(=O)(=O)N2CCCC(C(=O)NC3CCCCC3C)C2)C1 (stereo not drawn)	-0.2	0.5	2	9	-5	0	6	-0.9	0.3
COc1ccc(S(=O)(=O)N/N=C\c2ccc([N+](=O)[O-])o2)c(OC)c1	-2.2	0.5	-3	-6	-1	4	13	-0.8	2.4
CCc1ccc(-c2csc(NC(=O)Oc3ccccc3)n2)cc1	0.5	1.2	-2	11	8	0	-10	1.5	1.2
CC(C)=CCOc1c2occc2cc2ccc(=O)oc12	0.5	-2.2	7	0	-6	-6	11	13*	0.1
Cc1c(C(=O)N2CCOCC2)c(S(=O)(=O)Nc2ccccc2)c(C)n1C	0.6	-1.0	-8	-8	7	2	-14	-0.6	-0.6
COc1cc(/C=C2/C(=N)N3N=C(CC(=O)N4CCOCC4)SC3=NC2=O)ccc1OCc1ccc(F)cc1	0.4	-14	-1	5	1	0	3	-0.8	-0.7
O=C1c2ccccc2NC(c2ccc(-c3cccc([N+](=O)[O-])c3)o2)N1O (stereo not drawn)	233*	-2.4	-5	-10	-11	-2	-4	0.5	-0.3
C=CCOc1ccc(CN(C)C(=O)C2CCCO2)cc1 (stereo not drawn)	0.7	-0.6	0	0	-6	-8	9	0.5	-0.1
COc1ccc(C(C)=O)cc1CSCCC(=O)O	-0.7	-0.2	11	7	-16	-2	-2	/	-0.3
Cc1ccccc1-n1nc(C)c2c(C(=O)NN)cc(-c3ccncc3)nc21	-1.4	-1.8	10	-2	1	-4	-3	-2.7	-0.4
Nc1ncc(Br)cc1S(=O)(=O)NCCc1ccccc1	-0.6	-4.0	4	0	4	0	1	1.7	0.3
c1ccc(Nc2ccccn2)nc1	0.9	-0.2	-4	-2	4	-2	-15	-0.5	-0.9
COc1cc(OC)cc(C(=O)NCCCn2ccnc2)c1	-2.4	-4.7	0	2	15	-2	-7	1.7	0.2
Cc1c(C)n(CC(O)CN2CCCCCC2)c2ccccc12 (stereo not drawn)	0.9	-2.7	-12	-7	4	-3	-1	/	0.3
CC(=O)c1cccc(NC(=S)N2CCN(S(C)(=O)=O)CC2)c1	-0.2	-1.4	4	-7	-2	2	-8	2.4	1.7
Cn1c(=O)cc(SCC(=O)NCCCN2CCN(c3ccccc3F)CC2)c2ccccc21	1.5	0.2	17	-14	-13	-1	-5	/	-0.5
COc1cccc(/C=C/C(=O)NNC(=O)c2ccncc2)c1OC	0.1	/	-7	-9	-8	-1	9	-0.4	-3.0
O=C(CCN1C(=O)/C(=C\c2ccccc2)SC1=S)N1CCOCC1	-1.0	-2.4	7	1	1	0	-15	2.0	2.4
O=c1[nH]c(/C=C/c2ccc(Br)cc2)nc2ccccc12	-1.1	-4.7	1	0	8	-8	-2	1.0	-1.8
O=C(O)c1ccccc1-c1ccccc1C(=O)Nc1ccccc1	0.0	-1.2	-3	-1	-15	2	1	/	-0.5
CCSC(=Nc1ccccc1)Nc1ccccc1	0.7	-1.5	5	1	-4	-2	-7	1.0	0.3
O=S1(=O)CCC(NS(=O)(=O)c2cccc3cccnc23)C1 (stereo not drawn)	-1.8	-1.9	-7	6	18	5	3	/	2.0
Cc1cccc(-c2nnn(Cc3nnc(NC(=O)c4ccccc4)s3)n2)c1	0.1	-0.5	9	-3	-8	-1	5	/	-0.5
O=C(Nc1ccnn1C1CCN(C(=O)c2ccc(Cl)c(F)c2)CC1)C1CCOC1 (stereo not drawn)	1.3	-3.1	-9	3	1	0	-8	0.0	-2.9
O=C(CN1CCN(c2cccc(C(F)(F)F)c2)CC1)Nc1ccc2c(c1)OCCCO2	/	-2.7	28	-4	2	2	22	-1.0	-0.1
O=C(Cn1cnc2sc3c(c2c1=O)CCCC3)NCC(=O)Nc1c(F)cc(F)cc1Br	-1.2	-0.8	1	-4	-2	0	6	0.2	-1.6
Cc1ccc(C)c(N2CCN(C(=O)C3CCCCN3S(=O)(=O)c3ccc(F)cc3)CC2)c1 (stereo not drawn)	3.5	-1.5	6	5	-6	-9	10	-1.3	-1.4
